# Eya2 phos inh: inhibitors of human Eya2 phosphatase activity. O00167. recombinant Eya2, OMFP fluorescence dephosphorylation (OMFP is methylfluorescein phosphate). Potency, µM (highest dose often 76.9 µM), inactives show top-dose activity, negative = inhibition, most hits filed as inhibitors. hit rate 0.006% among 330,000. AID 488837; further: potency means the concentration at half of the fitted maximal effect; on the % scale 0 is the no-effect control and ±100 the full control effect
#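 Eya2 protein (added as 0.2 uM solution) was preincubated with compound for 10 min at ambient temperature in 50 mM HEPES pH 7.5, 50 mM NaCl, 5 uM MgCl2, 0.05% BSA, 1 mM DTT. OMFP (added at 50 uM) then reacted 10 min; fluorescence read at 485/525 nm.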
# B2AR arrestin: agonists driving beta-arrestin recruitment to human beta2-adrenergic receptor; P07550; beta-arrestin recruitment to beta2AR, cell-based reporter; Potency, µM (top dose mostly 46.1 µM), without a hit: top-dose activation, actives largely listed as activators; hit rate 0.02% among 330,000; AID 492947;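 further: potency means the concentration at half of the fitted maximal effect; 0% = DMSO controls and full agonism = EC100 isoproterenol or metaproterenol; nearly all actives have a fitted effect of over 65% in size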
# Target sequence (P07550 whole entry, looked up): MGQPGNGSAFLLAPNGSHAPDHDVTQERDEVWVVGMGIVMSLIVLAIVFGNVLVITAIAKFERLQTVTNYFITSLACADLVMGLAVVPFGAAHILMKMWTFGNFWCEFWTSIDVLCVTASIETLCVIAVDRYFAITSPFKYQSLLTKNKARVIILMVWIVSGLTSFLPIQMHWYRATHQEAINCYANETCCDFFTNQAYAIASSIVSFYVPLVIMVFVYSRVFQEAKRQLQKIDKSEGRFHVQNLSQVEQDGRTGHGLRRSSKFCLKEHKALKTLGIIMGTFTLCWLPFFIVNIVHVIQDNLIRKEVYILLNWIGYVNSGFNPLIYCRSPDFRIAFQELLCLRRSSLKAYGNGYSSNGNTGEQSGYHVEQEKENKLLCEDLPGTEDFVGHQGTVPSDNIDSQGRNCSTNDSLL
# USP2a inh: inhibitors of human ubiquitin-specific protease USP2a. AID 463254. USP2 core, Ub-CHOP2 coupled fluorogenic reporter, 485/531. O75604. hit rate 0.01% among 330,000. Potency, µM (series often up to 38.3 µM), for inactives: top-dose activity change, negative = inhibition, usual class: inhibitors;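 further: potency means the concentration at half of the fitted maximal effect; plate controls were DMSO wells for no effect and full inhibition by NEM control for full effect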
# Target sequence (O75604 whole entry, looked up): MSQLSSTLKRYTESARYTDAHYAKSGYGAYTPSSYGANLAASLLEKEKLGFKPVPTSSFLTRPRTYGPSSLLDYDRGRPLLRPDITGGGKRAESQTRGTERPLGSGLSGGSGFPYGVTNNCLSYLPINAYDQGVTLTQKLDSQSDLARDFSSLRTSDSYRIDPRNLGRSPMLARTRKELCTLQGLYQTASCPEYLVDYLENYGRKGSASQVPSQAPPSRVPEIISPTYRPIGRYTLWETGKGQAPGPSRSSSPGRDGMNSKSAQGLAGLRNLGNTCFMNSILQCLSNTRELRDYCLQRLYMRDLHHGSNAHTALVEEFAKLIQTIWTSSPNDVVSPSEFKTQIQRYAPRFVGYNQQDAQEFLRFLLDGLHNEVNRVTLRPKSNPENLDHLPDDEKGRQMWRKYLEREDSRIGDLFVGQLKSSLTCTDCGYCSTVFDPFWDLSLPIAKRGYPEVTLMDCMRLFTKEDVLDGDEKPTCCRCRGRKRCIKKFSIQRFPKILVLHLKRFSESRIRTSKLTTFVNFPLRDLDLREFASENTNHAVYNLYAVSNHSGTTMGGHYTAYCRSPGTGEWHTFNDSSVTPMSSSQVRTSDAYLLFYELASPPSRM
#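 USP2 core (10nM final) preincubated 30min RT with compound in 20mM Tris-HCl pH 8.0, 2mM CaCl2, 2mM beta-mercaptoethanol, 0.05% CHAPS; 25nM Ub-CHOP2 plus 25nM reporter substrate added, fluorescence (Ex485/Em531) read after 60min.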
# uPA generation: inhibitors of cell surface uPA generation. cell surface uPA generation assay, qHTS. Potency, µM (doses to about 38.3 µM), for the others: top-dose activity change, negative = inhibition, hits mostly inhibitors. hit rate 0.31% among 330,000; active means well fitted inhibition curve with a large enough effect; inconclusive means small, poorly fitted or top-dose-only effect; inactive means no such curve, though single readings can be large or run the other way; tested in mouse RAW 264.7 cells; further: potency means the concentration at half of the fitted maximal effect; on the % scale 0 is the no-effect control and ±100 the full control effect; nearly all actives have a fitted effect of over 55% in size
# TRPV1 agonist: human TRPV1 agonism. TRPV1-expressing cells, Fluo-8 calcium influx, agonist mode. Q8NER1. AID 540275. activation, % at 8.33 µM. hit rate 0.19% among 320,000; in the data active means activation above about 80%; inconclusive means between about 30% and that limit; further: 0% is about no effect
#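 TRPV1-expressing cells were cultured overnight at 35.5C and loaded with Fluo-8 calcium dye for 40 to 90 min at room temperature. After a 10 s baseline, compound was added and calcium influx was read kinetically for 3 min (ex 480/em 520 nm).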
# TSG101-PTAP inh: blocks PTAP/TSG101 interaction to inhibit HIV-1 budding | Q99816 | Fluorescence polarization, FITC-PTAP peptide / Tsg101 binding | Potency, µM (titrated, usually from 115 µM), inactives show top-dose activity change, negative = inhibition, most hits filed as inhibitors | 340,000 tested, under 10 active | AID 493005; active means well fitted inhibition curve with a large enough effect in the main read-out, with a control signal flat, not every such curve was filed as active; inconclusive means small, poorly fitted or top-dose-only effect, or effect the other way, or a change in a side signal; inactive means no such curve, though single readings can be large or run the other way; further: potency means the concentration at half of the fitted maximal effect; % of control where 0% means no effect
#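 Tsg101 binding domain (10 uM final) was mixed with compound and a FITC-labeled PTAP peptide (50 nM final) in HEPES pH 7.5 buffer with NaCl, Tween 20, EDTA and TCEP; fluorescence polarization was read after 20 min at r.t.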
# Integrin act MD: activates integrin-mediated alleviation for muscular dystrophy | Potency, µM (highest dose often 38.3 µM), inactives show at the top dose activation, actives largely listed as activators | AID 624291 | hit rate 0.064% among 350,000 | alpha7betagal myoblasts, beta-gal FDG fluorescence, 48 h;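 further: potency means the concentration at half of the fitted maximal effect; 100% = response of the positive control SU9516; nearly all actives have a fitted effect of over 60% in size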
#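 Alpha7betagal+/- myoblasts (passage 13) were plated 16-24 hr, then exposed to compounds (1:260 dilution of DMSO stock) for 48 hours at 37C. After MPER lysis, β-galactosidase reporter activity was read as FDG fluorescence (ex 480/em 540) after 30 minutes.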
# BRCA1 expr up: activators of BRCA1 expression; MCF7-BRCA1-FFLuc reporter, luminescence, 48 h; response scale: scaled: vehicle 0%, 10 µM genistein 100%; Potency, µM (series often up to 46.1 µM), inactives show at the highest dose activation, hits mostly activators; hit rate 1.1% among 380,000; AID 624202; further: potency means the concentration at half of the fitted maximal effect; nearly all actives have a fitted effect of over 80% in size; some results filed as inactive show a strong effect at the top dose
#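 Compounds are tested at multiple concentrations on MCF7 BRCA1-luciferase reporter cells seeded at 2000 per well; after 48 h, a single luminescence end-point is taken and curves fitted to the normalized data.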
# ASM inhibitor: blocks human secretory acid sphingomyelinase | hit rate 0.006% among 340,000 | Potency, µM (titrated, usually from 57.5 µM), without a hit: at the highest dose activity change, negative = inhibition, usual class: inhibitors | placental ASM, HMU-PC fluorogenic substrate, 60 min; further: potency means the concentration at half of the fitted maximal effect
#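 Human placenta-derived ASM preincubated with compound 10 min at room temperature, then reacted with 9 uM (final) fluorogenic HMU-PC substrate for 60 min at 37 C. Stop solution raises pH to 10; fluorescence read at Ex 386/Em 447 nm.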
# ELG1 genotoxic: inducers of genotoxicity in HEK293T ELG1-luciferase cells; HEK293T ELG1-luciferase reporter, luminescence, 16 h; Potency, µM (doses to about 46 µM), without a hit: at the highest dose activity change, positive = activation, usual class: activators; hit rate 1.3% among 330,000; further: potency means the concentration at half of the fitted maximal effect; % of control where 0% means no effect; nearly all actives have a fitted effect of over 60% in size
#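 Genotoxicity was scored as increased ELG1-luciferase reporter signal, measured by ONE-Glo luminescence (30 min, room temperature). Compound or vehicle exposure of the HEK293T reporter cells lasted 16 hr at 37°C.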
# p53 reactivator: mutant p53 re-activation in reporter cells. H1299 p53-A138V BP100-luciferase reporter, luminescence, 24 h. Potency, µM (series often up to 92.2 µM), inactives show at the top dose activity change, positive = activation, actives largely listed as activators. hit rate 0.063% among 320,000; further: potency means the concentration at half of the fitted maximal effect; % of control where 0% means no effect; nearly all actives have a fitted effect of over 45% in size
#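 p53-null H1299 cells stably carrying temperature-sensitive p53-A138V and a BP100-luciferase reporter were pinned with compounds (4-point, 1:5 series) and held 24 hrs at 37 deg C. Luminescence was read 10 min after detection reagent.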
# * = called active by the depositor; ? = inconclusive; · = not tested or not shown; [ ] = another dose, or the depositor's remark. Unless noted, the call rests on the fitted dose curve; in most records, active means well fitted curve in the direction sought with a large enough effect; inconclusive means small, poorly fitted or top-dose-only effect, or another doubt; inactive means no such curve, though single readings can be large; an effect the other way counts as inactive or inconclusive. The order is random; any-hit rate near 2.6%.
Structure	ASM inhibitor	BRCA1 expr up	Integrin act MD	Eya2 phos inh	B2AR arrestin	TSG101-PTAP inh	USP2a inh	uPA generation	p53 reactivator	ELG1 genotoxic	TRPV1 agonist
CCN(CC)S(=O)(=O)c1cccc(-c2nnc(SCC(=O)NC3CCCCCC3)n2N)c1	-1.0%	-39.9%	-10.2%	4.1%	-0.8%	-0.9%	2.2%	·	-3.7%	-7.0%	2.1
Cc1ccc(NC(=O)C2CC(=O)N(c3ccc4c(c3)OCCO4)C2)cc1S(=O)(=O)N(C)C (stereo not given)	-0.2%	-16.7%	1.2%	-24.6%	-0.2%	-3.8%	2.9%	6.9%	6.2%	-6.0%	4.3
CCCN(CCC)C(=S)NC(=O)c1ccc(-c2ccccc2)cc1	-1.4%	-39.1%	-47.2%[inhibitor]	7.9%	0.0%	1.2%	-1.3%	·	-7.2%	-9.0%	4.3
CSCCC(NC(=O)c1ccccc1)c1nc(-c2ccccc2)no1 (stereo not given)	·	·	·	4.1%	-0.6%	·	1.3%	·	1.0%	-3.4%	?
O=C(OCc1csc(Nc2ccccc2)n1)c1ccc(Cl)cc1	-19.8%	10.2%	26.6%	-3.9%	-0.4%	-3.5%	0.3%	0.3%	?	2.7%	7.7
CCc1ccccc1NC(=O)C1CCCN(c2nn3c(=O)cc(C)nc3s2)C1 (stereo not given)	-4.7%	6.4%	-19.4%	-0.6%	-0.6%	-0.6%	3.0%	1.4%	·	0.3%	-0.5
Cc1ccc(C)n1NC(=O)c1ccccc1O	0.5%	-48.6%	-19.1%	-4.1%	-1.0%	-10.5%	?	22.0%	-6.5%	-6.3%	-16.0
O=C(Nc1nnc(CC2=CCCCC2)s1)Nc1ccccc1F	-1.5%	14.1%	26.9%	10.8%	-0.1%	1.5%	-2.2%	1.5%	13.9%	?	2.9
CC(=O)c1ccc(N2CCN(C(=O)CCc3ccccc3)CC2)cc1	3.4%	-2.5%	5.7%	-10.0%	-1.1%	0.1%	-4.4%	9.3%	9.0%	-0.7%	20.7
CN1CCN(S(=O)(=O)c2cccc(S(=O)(=O)c3ccc(Cl)cc3)c2)CC1	4.5%	-36.5%	12.5%[7.66 µM]	·	·	-2.4%	·	·	·	·	9.2

# (further entries)
Structure	ASM inhibitor	BRCA1 expr up	Integrin act MD	Eya2 phos inh	B2AR arrestin	TSG101-PTAP inh	USP2a inh	uPA generation	p53 reactivator	ELG1 genotoxic	TRPV1 agonist
OC(C#CCCN1CCCCC1)(c1ccccc1)C1CCCCC1 (stereo not given)	-4.0%	-8.7%	-8.2%	20.6%	-0.6%	-0.3%	9.6%	-12.4%	1.1%	-6.3%	·
N#CC1(NC(=O)COC(=O)c2cc(=O)[nH]c3ccccc23)CCCCC1	17.7%	-14.2%	-3.8%	25.3%	-0.5%	-9.4%	0.2%	3.2%	4.7%	1.4%	0.6
COC(=O)CP(=O)(c1ccccc1)c1ccccc1	8.4%	-22.3%	25.5%	14.3%	-0.1%	-0.8%	3.1%	-0.1%	0.2%	-0.2%	-2.1
Cc1nc(SCC(=O)NC2CCCCC2C)nc(C)c1C (stereo not given)	-1.3%	-13.9%	6.2%	1.8%	-0.4%	1.4%	2.1%	0.9%	-6.1%	1.0%	·
CCOc1ccc(C(C)NC(=O)c2cccs2)cc1OCC (stereo not given)	2.9%	-13.7%	0.0%	·	·	-2.7%	·	-3.9%	·	·	·
CCC(=N\NC(=O)COc1ccccc1OC)/C(CC)=N/NC(=O)COc1ccccc1OC	-4.3%	12.3%	23.6%	10.9%	0.3%	-5.8%	1.4%	-4.1%	-8.6%	0.1%	2.7
O=C(Cn1cnc2c(NC(=O)OCc3ccccc3)ncnc21)NCCN1CCOCC1	4.3%	-8.3%	4.3%	-8.6%	0.0%	1.1%	0.0%	-2.0%	0.7%	-0.9%	1.0
CS(=O)(=O)c1cnc(-c2ccccc2)nc1-c1ccc(Cl)c(Cl)c1	-1.0%	2.4%	-6.3%	4.5%	-0.8%	-0.4%	1.4%	0.0%	0.8%	10.9%	1.0
CC(=O)NC1=NN(C(C)=O)C(C)(c2cccs2)S1 (stereo not given)	2.2%	-53.8%	-5.8%	1.6%	-0.4%	-3.2%	0.5%	-10.8%	-5.0%	-1.3%	0.9
S=C(NNc1cccc(Cl)c1)NC1CCCCC1	-5.1%	-65.9%	-35.9%	-8.3%	0.1%	1.1%	-3.9%	2.2%	-5.1%	-3.4%	?

# Next part, overlapping the part above by 2 compounds.
Structure	ASM inhibitor	BRCA1 expr up	Integrin act MD	Eya2 phos inh	B2AR arrestin	TSG101-PTAP inh	USP2a inh	uPA generation	p53 reactivator	ELG1 genotoxic	TRPV1 agonist
CC(=O)NC1=NN(C(C)=O)C(C)(c2cccs2)S1 (stereo not given)	2.2%	-53.8%	-5.8%	1.6%	-0.4%	-3.2%	0.5%	-10.8%	-5.0%	-1.3%	0.9
S=C(NNc1cccc(Cl)c1)NC1CCCCC1	-5.1%	-65.9%	-35.9%	-8.3%	0.1%	1.1%	-3.9%	2.2%	-5.1%	-3.4%	?
Cc1nc2ccc(Cc3ccc4nc(C)[nH]c4c3)cc2[nH]1	4.5%	10.5%	-38.0%	-10.4%	-0.8%	1.1%	0.0%	-5.8%	8.2%	-3.7%	-1.5
Cc1ccc(/C=N/NC(=O)Cn2cncn2)cc1	3.3%	6.2%	-26.6%	5.3%	0.0%	-4.4%	0.1%	0.4%	-1.4%	10.0%	0.6
CN(Cc1ccco1)C(=O)CN1C(=O)NC2(CCCC2)C1=O	1.7%	-14.5%	-25.5%	8.0%	-0.2%	-0.4%	1.0%	-5.8%	0.3%	-1.0%	·
O=C1c2ccccc2S(=O)(=O)N1CCOc1ccccc1	-1.0%	15.1%	6.2%	3.5%	-0.2%	-4.4%	6.0%	·	?	?	10.7
CCC1CCCCN1CCCNC(=O)C1CCC(CNS(=O)(=O)c2c(C)cc(C)cc2C)CC1 (stereo not given)	-0.4%	0.0%	-64.4%[inhibitor]	-3.5%	0.0%	-1.4%	-0.4%	-30.0%	21.7%	-1.7%	-5.4
CCc1ccc(OCC(=O)NC(NC(=S)Nc2ccccc2)C(Cl)(Cl)Cl)cc1 (stereo not given)	-1.4%	-64.7%	-30.4%	1.7%	0.1%	-1.4%	1.6%	-14.3%	-11.0%	-1.4%	?
O=C(NCc1ccc(Cl)cc1Cl)c1ccccn1	0.1%	14.4%	0.7%	28.8%	0.2%	-12.9%	2.0%	·	-9.2%	?	0.8
COc1cccc(OCCNc2cc(N3CCCCC3)ccc2[N+](=O)[O-])c1	-26.8%	-18.3%	-42.2%	4.5%	-0.4%	-6.8%	3.8%	-0.9%	-3.3%	-0.9%	0.5
COc1cc2[nH]c3c(N4CCN(c5ccccn5)CC4)ncnc3c2cc1OC	-8.8%	-48.6%	-30.4%	7.2%	-0.2%	-6.8%	0.2%	-11.6%	-11.4%	-5.3%	-6.4
CC(=O)N1CCN(c2ccc(NC(=O)c3ccc4ccccc4c3)cc2)CC1	-4.4%	89.0%	49.6%	20.6%	-0.5%	-4.5%	-3.7%	-13.0%	7.9%	4.2%	18.4
O=C(CSc1nnc(C2CC2)n1-c1ccccc1)NCCc1ccc(F)cc1	2.6%	-12.2%	5.4%	2.4%	0.2%	-1.5%	0.0%	-1.0%	-3.7%	-2.5%	0.4
CC(C)C(NC(=O)c1ccc(Cl)cc1Cl)C(=O)N1CCN(S(=O)(=O)c2ccccc2)CC1 (stereo not given)	-0.5%	-16.4%	5.6%	0.5%	0.2%	-3.3%	-0.9%	2.7%	-7.4%	-2.5%	·

# A draw from above in order of length of the SMILES, lowest first.
Structure	ASM inhibitor	BRCA1 expr up	Integrin act MD	Eya2 phos inh	B2AR arrestin	TSG101-PTAP inh	USP2a inh	uPA generation	p53 reactivator	ELG1 genotoxic	TRPV1 agonist
Cc1ccc(/C=N/NC(=O)Cn2cncn2)cc1	3.3%	6.2%	-26.6%	5.3%	0.0%	-4.4%	0.1%	0.4%	-1.4%	10.0%	0.6
CCc1ccc(OCC(=O)NC(NC(=S)Nc2ccccc2)C(Cl)(Cl)Cl)cc1 (stereo not given)	-1.4%	-64.7%	-30.4%	1.7%	0.1%	-1.4%	1.6%	-14.3%	-11.0%	-1.4%	?
CC(C)C(NC(=O)c1ccc(Cl)cc1Cl)C(=O)N1CCN(S(=O)(=O)c2ccccc2)CC1 (stereo not given)	-0.5%	-16.4%	5.6%	0.5%	0.2%	-3.3%	-0.9%	2.7%	-7.4%	-2.5%	·

# Screens (PubChem)
